IDH1 R132H inh: human IDH1 R132H inhibition | O75874 | IDH1-R132H enzyme, NADPH consumption, diaphorase/resazurin fluorescence | Potency, µM (highest dose often 76.6 µM), without a hit: at the highest dose activity change, negative = inhibition, usual class: inhibitors | 390,000 compounds, 0.093% hits | AID 602179; note: potency is the fitted concentration of half-maximal effect; % is set by controls: 0 for no effect and ±100 for the full control effect; nearly all actives have a fitted effect of over 65% in size
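IDH1-R132H (0.5 ug/mL dispensed) in pH 7.5 Tris buffer was preincubated 30 min with compound, then given a substrate mix of 0.016 mM NADPH and 2 mM alpha-KG for 80 min at room temperature; remaining NADPH was read by diaphorase/resazurin fluorescence.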
Vif-APOBEC3F blk: inhibitors of Vif-A3F interaction. 390,000 compounds, 0.2% hits. HeLa A3F-eYFP + Vif (tagged APOBEC3F with the HIV-1 protein that degrades it), YFP fluorescence increase. Potency, µM (highest dose often 46.1 µM), inactives show top-dose activity, negative = active; note: potency is the fitted concentration of half-maximal effect; % of control where 0% means no effect; nearly all actives have a fitted effect of over 65% in size
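Fluorescence increase (Ex 488/Em 500-530) after overnight compound treatment at 37 deg C flags inhibition of Vif-driven A3F-eYFP loss in stable HeLa A3F-eYFP/Vif cells seeded overnight beforehand.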
USP1 inh: USP1/UAF1 (human) deubiquitinase inhibition; O94782; recombinant USP1/UAF1, Ub-Rhodamine cleavage fluorescence; Potency, µM (series often up to 57.1 µM), inactives show top-dose activity change, negative = inhibition, most hits filed as inhibitors; 390,000 compounds, 0.23% hits; note: potency is the fitted concentration of half-maximal effect; % is set by controls: 0 for no effect and ±100 for the full control effect; nearly all actives have a fitted effect of over 60% in size; inactives centre near -12
Target sequence (O94782 whole entry, looked up): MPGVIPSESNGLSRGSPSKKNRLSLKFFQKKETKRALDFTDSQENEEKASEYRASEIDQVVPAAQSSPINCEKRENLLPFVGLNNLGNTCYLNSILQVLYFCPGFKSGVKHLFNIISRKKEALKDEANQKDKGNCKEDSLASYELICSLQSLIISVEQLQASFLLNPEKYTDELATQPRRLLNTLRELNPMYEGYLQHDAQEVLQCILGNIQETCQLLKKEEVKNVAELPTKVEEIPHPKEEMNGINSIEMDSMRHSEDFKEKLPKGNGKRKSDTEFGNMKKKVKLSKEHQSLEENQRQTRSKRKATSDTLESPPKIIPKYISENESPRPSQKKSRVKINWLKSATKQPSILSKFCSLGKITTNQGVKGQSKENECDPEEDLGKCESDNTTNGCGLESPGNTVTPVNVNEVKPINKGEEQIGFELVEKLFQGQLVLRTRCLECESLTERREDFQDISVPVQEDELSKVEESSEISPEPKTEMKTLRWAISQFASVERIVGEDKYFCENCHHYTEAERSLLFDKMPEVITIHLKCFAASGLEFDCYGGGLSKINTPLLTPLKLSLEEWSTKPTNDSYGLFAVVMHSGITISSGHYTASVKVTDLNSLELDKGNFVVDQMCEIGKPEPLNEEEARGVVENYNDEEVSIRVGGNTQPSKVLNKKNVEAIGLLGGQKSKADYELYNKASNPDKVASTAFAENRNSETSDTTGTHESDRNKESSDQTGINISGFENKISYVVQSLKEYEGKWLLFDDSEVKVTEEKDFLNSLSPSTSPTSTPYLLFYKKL
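USP1/UAF1 complex (1 nM) preincubated 15 min at room temperature with compound, then Ub-Rho substrate (150 nM final) added. Kinetic fluorescence at 480/540 nm over 6 reads at 60 s intervals; 50 mM HEPES pH 7.8, 0.5 mM EDTA, 0.1 mg/ml BSA, 1 mM TCEP, 0.01% Tween-20.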
TrxR1 substrate: substrates of rat thioredoxin reductase 1; O89049; purified TrxR1 substrate turnover, NADPH consumption readout; Potency, µM (highest dose often 114 µM), inactives show at the highest dose activity change, negative = substrate turnover; 390,000 compounds, 0.01% hits; AID 588456; note: potency is the fitted concentration of half-maximal effect; % is set by controls: 0 for no effect and ±100 for the full control effect; nearly all actives have a fitted effect of over 50% in size
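Rat TrxR1, dispensed at 90 nM, was prereduced with 400 uM NADPH (final) for 5 min at ~22 deg C, then incubated with compound 15 min before 400 uM selenite. A first-read NADPH fluorescence drop versus no-compound background flagged substrates.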
LDHA inh: LDHA (human) enzyme inhibition; P00338; purified LDHA, NADH/diaphorase-resazurin fluorescence; active compounds read low; activity change, % (values are at about 110 or 230 µM); 480,000 compounds, 0.15% hits; in the data active = activity change below about -30%; inconclusive = mostly about -25% to -30%;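 note: plate controls were DMSO wells for no effect and wells without enzyme for full effect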
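Human LDH5 (2 nM) was incubated with 0.06 mM NADH and 0.2 mM pyruvate for 5 min at room temperature in Tris pH 7.4. Remaining NADH was coupled through diaphorase/resazurin, and resorufin fluorescence was read at 0 and 20 min.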
RXFP1 agonist: activates the human relaxin receptor RXFP1; Q9HBX9; HEK293T-RXFP1 cAMP TR-FRET, 30 min; response scale: percent of porcine relaxin response, buffer zero; Potency, µM (top dose mostly 57.5 µM), inactives show top-dose activation, actives largely listed as activators; 370,000 compounds, 0.3% hits; AID 2676; note: potency is the fitted concentration of half-maximal effect; % is set by controls: 0 for no effect and ±100 for the full control effect; nearly all actives have a fitted effect of over 60% in size; many of its hits are not listed in these tables
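HEK293T cells stably expressing RXFP1 were pretreated with the PDE4 inhibitor Ro 20174, exposed to compounds for 30 min at 37C, lysed, and cAMP was read by TR-FRET. Data normalized to buffer (basal) and 29 nM porcine relaxin (100%).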
PI4K2A inh: PI4K2A (human) kinase inhibition; activity change, negative = inhibition, % at 76.9 µM; 420,000 compounds, 0.13% hits; purified PI4K2A, ADP-Glo luminescence, 1 h; active compounds read low; in the data active = activity change below about -50%; inconclusive = mostly about -30% to -49%;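 note: -100% = wells without enzyme as full effect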
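ADP-Glo luminescence measured ADP generated by PI4K2A enzyme (4 ug/mL before mixing) with 1.2 mM PI substrate (pre-mix) and 300 microM ATP (pre-mix). Tris pH7.5 buffer with MgCl2, Triton X-100; 1 h reaction at ambient temperature.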
Vif-A3G inh: blocks the Vif interaction with human APOBEC3G; Q9HC16; HeLa A3G-eYFP + Vif (tagged APOBEC3G with the HIV-1 protein that degrades it), YFP fluorescence, overnight; Potency, µM (titrated, usually from 46.1 µM), for inactives: at the highest dose activity, negative = active, most hits filed as inhibitors; 410,000 compounds, 0.076% hits;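 note: potency is the fitted concentration of half-maximal effect; % is set by controls: 0 for no effect and ±100 for the full control effect; nearly all actives have a fitted effect of over 60% in size; hits raise eYFP signal because A3G escapes Vif-driven loss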
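Read-out is eYFP fluorescence (Ex 488/Em 500-530) from Vif-expressing HeLa A3G-eYFP cells; more signal means A3G escaped Vif-mediated degradation. Cells plated overnight, compound pinned in, incubated overnight at 37 deg C.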
GRP78 ERSR act: ER stress response induction in glioma; Potency, µM, inactives show at the top dose activation, most hits filed as activators; U87-MG GRP78 promoter luciferase reporter, 16 h; 420,000 compounds, 0.02% hits; note: potency is the fitted concentration of half-maximal effect; series mostly up to about 76 µM; % of control where 0% means no effect; nearly all actives have a fitted effect of over 35% in size
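Stably transfected U87-MG human glioma cells carrying a GRP78-based luminescent sensor were seeded at 1000 cells/well, pin-dosed with compounds and incubated 16 h. Luciferase reagent was then added, and end-point luminescence was read after 10 min at room temperature.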
Numbers without * were called inactive; ? = inconclusive; nt = no result given; [ ] = another dose, or the depositor's remark. Unless noted, calls come from the whole dose curve; as a rule, active = well fitted curve in the direction sought with a large enough effect; inconclusive = small, poorly fitted or top-dose-only effect, or another doubt; inactive = no such curve, though single readings can be large; an effect the other way counts as inactive or inconclusive. An excerpt, so the mix of outcomes need not match the whole.

SMILES	IDH1 R132H inh	Vif-APOBEC3F blk	USP1 inh	TrxR1 substrate	LDHA inh	RXFP1 agonist	PI4K2A inh	Vif-A3G inh	GRP78 ERSR act
COc1ccccc1CNC(=O)c1cc2ccc3ccc(C)[nH]c3c2n1	16%	-2%	?	3%	2	-2.4%	15	-9%	-7%
CC1=C(C)CC(C(=O)Nc2ccc(C(N)=O)cc2)C(C(=O)O)C1 (configuration not stated)	3%	-15%	-9%	7%	-1	0.7%	1	3%	6%
COc1ccc(Cl)c2sc(N(CCN(C)C)C(=O)C3=COCCO3)nc12	-1%	2%	-9%	-6%	-4	nt	3	-4%	0%
O=C(Cc1ccc(Cl)cc1)Nc1cccc(C(=O)Nc2ccccc2C(=O)O)c1	-5%	-29%	-9%	-10%	-10	2.6%	-3	0%	?
COC(=O)c1c(NC(=O)c2cccc(N3C(=O)CCC3=O)c2)sc2c1CCN(C(C)=O)C2	-1%	1%	-26%	-6%	-2	?	1	-3%	-1%
CC(C)(C)Nc1nc2cc([N+](=O)[O-])ccc2o1	7%	-5%	-21%	-3%	1	-2.3%	-1	1%	7%
O=C(CSc1nnnn1-c1ccc2c(c1)OCCO2)OC1CCCCC1	1%	7%	-6%	-8%	1	-0.5%	7	1%	1%
Cc1ccc(C)c(S(=O)(=O)n2nc(C)c(S(=O)(=O)N3CCCCCC3)c2C)c1	-3%	-7%	-21%	7%[57.1 µM]	-9	-1.5%	13	-6%	-3%
O=C(COC(=O)CNC(=O)c1ccccc1)Nc1ccc(Cl)cc1C(F)(F)F	3%	-15%	1%	-10%	-4	0.0%	4	-6%	-2%
Cn1c(NC(=O)c2ccccc2)c(-c2ccccn2)c(=O)c2ccccc21	0%	-4%	-19%	9%[57.1 µM]	1	?	-4	-2%	-5%
Cc1nc2oc3ccc(F)cc3c(=O)c2cc1C(=O)NC(C)(C)C	-4%	-24%	4%	5%[57.1 µM]	-7	4.7%	-9	3%	3%
Cc1cc(C)n(C(C)CNS(=O)(=O)c2ccc(C)c(C)c2)n1 (configuration not stated)	-5%	-7%	-13%	-13%	-9	0.0%	-4	3%	-3%
CCCCCCCCCC[n+]1cccc2c3ccccc3ccc21	-5%	5%	-30%	66%[activator]	-7	-0.3%	-9	-15%	-7%
NC(=O)c1cccc(-c2ccnc3c2CC(C(=O)NCc2ccccc2)O3)c1 (configuration not stated)	nt	nt	nt	nt	-4	nt	2	?	-5%
Nc1nc(SCC(=O)Nc2ccc([N+](=O)[O-])cc2)[nH]c(=O)c1NC(=O)c1ccc(Br)cc1	23%	5%	-8%	3%	-16	1.2%	-17	-7%	-1%
CCN(CC)C(=O)CSc1nc2ccccc2c(=O)n1CC	-3%	6%	-10%	9%[57.1 µM]	-3	3.6%	-1	1%	3%
CCn1cc(C2=NOC(C(=O)Nc3ccc4c(c3)OCO4)C2)c(C)n1 (configuration not stated)	18%	-10%	-7%	3%[57.1 µM]	-8	0.9%	-5	1%	1%
Cc1ccccc1-c1cnc(C(O)c2ccc(F)cc2C)[nH]1 (configuration not stated)	nt	nt	nt	nt	-14	nt	-3	2%	-3%
O=C(c1cc(C2CC2)nn1-c1ccccc1)N1CCN(c2ccccc2O)CC1	-6%	4%	-2%	-6%	14	nt	0	-2%	-2%
O=C(c1ccc(OC2CCN(CCCc3ccccc3)CC2)cc1)N1CCCC1	-17%	3%	-8%	-3%	-9	nt	-6	0%	-2%
CSC1SCC2C(=O)N(C)C(C(C)C)C(=O)OCC(NC(=O)c3cnc4ccccc4n3)C(=O)NC(C)C(=O)N(C)C1C(=O)N(C)C(C(C)C)C(=O)OCC(NC(=O)c1cnc3ccccc3n1)C(=O)NC(C)C(=O)N2C (configuration not stated)	-6%	-4%	-25%	-12%	25	nt	-8	-17%	-3%
Cc1ccc(C(=O)N(CC(=O)NC2CCCC2)c2ccccc2Cl)s1	-3%	-34%	-8%	8%[57.1 µM]	-2	-0.5%	-1	-5%	-1%
Cc1ccc(C=Nc2ccccc2C(N)=O)o1	9%	-17%	-11%	2%	-2	0.7%	-6	0%	1%
CCOC(=O)N1CCN(C(=O)CSC2=NS(=O)(=O)c3cc(Cl)ccc3N2)CC1	-4%	1%	-9%	-6%	-4	-1.9%	-1	0%	-5%
CCNC(=O)c1ccccc1-c1nc(-c2ccccc2Cl)no1	2%	-1%	-3%	-5%	-4	0.0%	8	-4%	2%
SMILES	IDH1 R132H inh	Vif-APOBEC3F blk	USP1 inh	TrxR1 substrate	LDHA inh	RXFP1 agonist	PI4K2A inh	Vif-A3G inh	GRP78 ERSR act
CC1(NC(=O)c2ccccc2)CCN(CCCc2ccccc2)C1=O (configuration not stated)	-3%	2%	-25%	8%	-1	0.4%	-2	3%	-5%
Clc1ccc(-c2cn3c(n2)-c2ccccc2C3)cc1Cl	11%	9%	-25%	-2%	-3	0.8%	-18	1%	-7%
CC(=O)Nc1ccc2c(c1)C(=Nc1ccc(C)cc1)c1ccccc1-2	-4%	0%	4%	-7%	-5	nt	0	-1%	-1%
COc1ccc(CSCC(=O)N/N=C/c2ccccc2OCc2ccccc2)cc1	21%	-1%	-16%	3%	0	-0.6%	-1	-5%	1%
O=S(=O)(c1cccc(Cl)c1)N1CCCC1	-3%	3%	7%	3%	-1	-1.7%	-3	1%	0%
Cc1ccc(-n2nc(C(=O)N3CCN(c4ccccc4)CC3)c(=O)n(C)c2=O)cc1	17%	0%	-10%	2%[57.1 µM]	-1	-0.4%	0	2%	-2%
CCN(CC(=O)Nc1c(F)cccc1F)C(=O)c1cc(S(=O)(=O)N2CCOCC2)ccc1N1CCCC1	5%	5%	-4%	-1%	4	0.0%	0	2%	-5%
COc1ccc2c(C(F)(F)F)cc(=O)oc2c1C	0%	2%	-6%	-9%	-5	-0.1%	2	0%	-4%
Cc1nc2ccn(Cc3cccs3)c(=O)c2cc1C(=O)N1CCN(c2ccccc2)CC1	-14%	1%	14%	-3%[57.1 µM]	-1	-1.9%	-2	0%	-3%
Cc1ccnc(SCC(=O)Nc2oc(-c3ccccc3)c(-c3ccccc3)c2C#N)n1	1%	0%	-5%	-8%	0	-0.6%	-3	-5%	3%
COc1cccc(-c2cc(C(=O)N3CCc4ccccc4C3)no2)c1	3%	-6%	?	-3%	16	0.1%	-3	2%	-2%
Cc1ccccc1NC(=O)CSc1nnc(NC(=O)C2CC2)s1	-5%	-4%	-3%	-2%	-2	-5.4%	7	0%	-5%
Cc1cccc(NC(=O)c2cc(S(=O)(=O)N3CCc4ccccc43)cn2C)c1C	-4%	-2%	3%	3%[57.1 µM]	-15	2.1%	3	2%	-8%
O=C(COC(=O)c1ccccc1NCCO)Nc1cccc(S(=O)(=O)NC2=NCCCCC2)c1	-3%	2%	-10%	121%[activator]	-10	2.3%	-6	1%	0%
CCOC(=O)c1sc2nc(C)nc(NC3CCC(O)CC3)c2c1C (configuration not stated)	-8%	-1%	-9%	39%[activator]	-12	15%	2	0%	1%
C/C=C\C(=O)Nc1cccc(C2=NOC3(C2)C[C@@H](C(N)=O)N(C(=O)CCCCC)C3)c1 (some centres not stated)	11%	4%	-9%	4%[57.1 µM]	2	16%	4	-4%	-1%
C=CCN(CC=C)C(=S)NC(=O)c1ccc(-c2ccccc2)cc1	0%	0%	-19%	-10%	-4	-1.9%	3	0%	-3%
COc1cc(C2C(C(C)=O)=C(O)C(=O)N2c2ccc(C)cc2)ccc1O (configuration not stated)	14%	0%	-25%	-10%	0	0.9%	-8	-1%	-4%
CCOC(=O)c1cccc(NC(=O)c2cc(C)nn2-c2ccccc2)c1	2%	3%	-9%	-10%[57.1 µM]	5	1.6%	1	0%	-3%
Cc1cc(Cl)ccc1OCC(=O)OC(C)C(=O)N(C)C (configuration not stated)	6%	?	-13%	4%	1	0.0%	2	-2%	0%
Cc1cc(Cl)c2oc(C(=O)N3CCCCC3CCN3CCCC3=O)c(C)c2c1 (configuration not stated)	5%	-5%	-19%	-7%	-8	12%	3	-11%	8%
O=C(CCCOc1cccc(Br)c1)NCCOc1ccccc1	6%	-2%	-18%	8%[57.1 µM]	-1	-2.8%	1	-3%	-2%
O=C(NNC(=O)c1cccs1)c1ccc(Br)o1	0%	-1%	-8%	-11%	-7	-0.1%	9	-2%	-5%
Cc1ccc(C(C)C)c(OCCNS(C)(=O)=O)c1	7%	-12%	-16%	-1%	-2	2.0%	0	1%	5%

Quoted from the listing for reference:
SMILES	IDH1 R132H inh	Vif-APOBEC3F blk	USP1 inh	TrxR1 substrate	LDHA inh	RXFP1 agonist	PI4K2A inh	Vif-A3G inh	GRP78 ERSR act
O=C(NNC(=O)c1cccs1)c1ccc(Br)o1	0%	-1%	-8%	-11%	-7	-0.1%	9	-2%	-5%
Cc1ccc(C(C)C)c(OCCNS(C)(=O)=O)c1	7%	-12%	-16%	-1%	-2	2.0%	0	1%	5%

As entered above:
O=S(=O)(c1cccc(Cl)c1)N1CCCC1 | LDHA inh: -1
COc1cccc(-c2cc(C(=O)N3CCc4ccccc4C3)no2)c1 | LDHA inh: 16
Cc1ccc(-n2nc(C(=O)N3CCN(c4ccccc4)CC3)c(=O)n(C)c2=O)cc1 | TrxR1 substrate: 2%[57.1 µM]
CCOC(=O)c1cccc(NC(=O)c2cc(C)nn2-c2ccccc2)c1 | PI4K2A inh: 1

Compound activity from PubChem BioAssay.
